Screening results (PubChem BioAssay)
STEP inh – STEP phosphatase inhibitors, primary screen, biochemical, fluorescence intensity, uHTS; actives 0.25% (n = 360,000); recombinant STEP, OMFP fluorogenic substrate; AID 588621, 2011; Tyrosine-protein phosphatase non-receptor type 5 (Homo sapiens), P54829; inhibition, % at 20 µM;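 active means inhibition at 20 µM, scaled per plate between control wells, above about 37%, limit read from the data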;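 further: 0% = DMSO with enzyme and substrate and 100% = substrate only without enzyme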
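System: STEP (striatal-enriched tyrosine phosphatase) enzyme, cell-free; medium: Bis-Tris pH 6.0 buffer with DTT, detergent; dosing: 20 µM, 1% DMSO; times: reaction 20 min, ambient temperature; detection: fluorescence, 480/540 nm; read-out basis: normalized % inhibition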
LMPTP block – LMPTP phosphatase inhibitors, primary screen, biochemical, fluorescence intensity, uHTS | AID 651560, 2012 | recombinant LMPTP-A, OMFP fluorogenic substrate | inhibition, % at 20 µM | Low molecular weight phosphotyrosine protein phosphatase (Homo sapiens), P24666 | actives 0.22% (n = 360,000);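 active means compounds that cut the enzyme signal by at least half of the control window in the single-dose screen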;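 further: plate controls were DMSO wells with enzyme plus substrate for no effect and substrate without enzyme for full effect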
Target sequence (P24666 whole entry, looked up): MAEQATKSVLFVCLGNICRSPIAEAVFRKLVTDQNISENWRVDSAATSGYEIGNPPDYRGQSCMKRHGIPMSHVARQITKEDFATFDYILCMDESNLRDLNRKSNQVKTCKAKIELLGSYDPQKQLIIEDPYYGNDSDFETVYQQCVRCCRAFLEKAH
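Assay system: LMPTP-A phosphatase enzyme | Input: 0.625 nM enzyme | Also added: Fluorogenic phosphatase substrate OMFP at 400 µM final | Compound dosing: One test concentration per compound, 20 µM, with 3% DMSO overall | Schedule: 50 min enzyme reaction at room temperature, protected from light | Signal: Fluorescence intensity | Benchmarks: no-enzyme and uninhibited controls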
NadD block – inhibitors of S. aureus NadD, primary screen, biochemical, colorimetric, uHTS | purified NadD enzyme, colorimetric absorbance read-out | Nicotinate-nucleotide adenylyltransferase NadD (Staphylococcus aureus N315) | inhibition, % at 20 µM | actives 0.78% (n = 360,000); in the data active means inhibition above about 26%; further: some compounds past the cut are filed as inactive
CendR NRP1 mod – modulators of CendR peptide binding to NRP-1, primary screen, biochemical, fluorescence polarization, uHTS; FAM-RPARPAR peptide binding to NRP-1; inhibition, % at 25 µM; actives 0.85% (n = 360,000); AID 602438, 2012;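 active means inhibition or corrected inhibition above about 18%, plus a signal ratio from 0.5 to 1.5, limit read from the data, passing the limit was not always enough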; further: strong numbers were not always called active
Rpn11 inh – Rpn11 (PSMD14) deubiquitinase inhibitors, primary screen, biochemical, fluorescence polarization, uHTS | calls only at 20 µM | 26S proteasome non-ATPase regulatory subunit 14 (Homo sapiens), O00487 | human 26S proteasome, Ub4-pepOG fluorescence polarization; 20S core pre-blocked with epoxomicin | actives 0.59% (n = 360,000);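 active means inhibition at 20 µM, scaled to each plate's controls, above about 33%, limit read from the data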
Target sequence (O00487 whole entry, looked up): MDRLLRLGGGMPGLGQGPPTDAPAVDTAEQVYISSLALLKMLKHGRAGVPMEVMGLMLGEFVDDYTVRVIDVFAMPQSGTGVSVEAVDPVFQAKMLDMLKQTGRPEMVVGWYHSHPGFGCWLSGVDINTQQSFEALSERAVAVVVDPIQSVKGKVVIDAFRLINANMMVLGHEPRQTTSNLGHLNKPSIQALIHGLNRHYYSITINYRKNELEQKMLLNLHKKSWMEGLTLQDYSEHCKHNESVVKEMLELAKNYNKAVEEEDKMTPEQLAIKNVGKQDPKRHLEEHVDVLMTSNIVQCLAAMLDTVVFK
SUMO1 PPI mod – modulators of SUMO1 protein-protein interactions, primary screen, biochemical, uHTS | Small ubiquitin-related modifier 1 (Homo sapiens), P63165 | SUMO1 binding to a labelled peptide, TR-FRET, 1 h | inhibition, % at 20 µM | actives 0.33% (n = 360,000) | AID 602429, 2012; in the data active means inhibition above about 37%
Target sequence (P63165 whole entry, looked up): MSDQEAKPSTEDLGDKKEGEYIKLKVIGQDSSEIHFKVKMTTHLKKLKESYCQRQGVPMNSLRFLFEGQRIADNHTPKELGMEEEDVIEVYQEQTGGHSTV
MT1-MMP act inh – blockers of MT1-MMP proenzyme processing, primary screen, HT1080 RFP-PRO-GFP cells, GFP/RFP fluorescence | Matrix metalloproteinase-14 (Homo sapiens), P50281 | GFP/RFP ratio fluorescence, overnight; percent of plate control window, DMSO zero | GFP/RFP ratio change, % at 20 µM | actives 0.061% (n = 360,000) | AID 651647, 2012;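 active means GFP/RFP ratio change of at least 30% with cell ATP level not reduced by more than half and red fluorescence within 50% of control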; further: strong numbers were not always called active
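Compound: 20 µM single dose, 1% DMSO / System: HT1080 RFP-PRO-GFP cells / Controls: DMSO and RFP-L50D-GFP cell wells / Read-out basis: GFP/RFP fluorescence ratio / Schedule: overnight compound exposure at 37 °C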
DNMT1 inh – human DNMT1 methyltransferase inhibitors, primary screen, biochemical, molecular beacon, fluorescence, HinP1I cleavage, uHTS; inhibition (reported as % activation of signal), % at 10 µM; DNA (cytosine-5)-methyltransferase 1 (Homo sapiens), P26358; actives 0.83% (n = 360,000); AID 588458, 2011; in the data active means inhibition above about 50%
SKN-1 block – suppressors of acrylamide-induced Pgst-4::GFP reporter in worms, primary screen, SKN-1 inhibitor project, whole organism, uHTS, GFP/RFP fluorescence ratio, strain VP596 | C. elegans VP596 Pgst-4::GFP/RFP ratio, 24 h | inhibition, % at 21.8 µM | actives 0.49% (n = 360,000) | AID 624304, 2012;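 active means interference check ratio from 0.5 to 1.5 plus GFP to RFP signal ratio inhibition reaching or exceeding a fixed threshold, cut at about 30% in these data, passing the limit was not always enough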; further: some compounds called inactive have numbers as strong as hits
Scp1 inh – Scp-1 phosphatase inhibitors, primary screen, biochemical, colorimetric, uHTS. Carboxy-terminal domain RNA polymerase II polypeptide A small phosphatase 1 (Homo …. Recombinant Scp1, phosphopeptide, malachite green phosphate absorbance. inhibition, % at 20 µM. actives 0.88% (n = 340,000);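 active means inhibition above about 50% at 20 µM, limit read from the data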;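 further: plate controls were DMSO wells with enzyme for no effect and wells lacking enzyme for full effect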
Target sequence (Q9GZU7 76-261 limits assumed): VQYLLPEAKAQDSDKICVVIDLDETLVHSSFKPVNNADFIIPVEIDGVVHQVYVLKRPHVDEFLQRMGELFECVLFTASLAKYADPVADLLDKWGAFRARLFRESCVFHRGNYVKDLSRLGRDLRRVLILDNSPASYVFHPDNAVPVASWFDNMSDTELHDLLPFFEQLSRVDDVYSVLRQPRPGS
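Material – SCP-1 phosphatase catalytic domain, residues 76-261 · Buffer or medium – Acidic Tris acetate buffer with magnesium and detergent · Also added – Phospho 17-mer peptide substrate · Compound – single 20 µM dose, 1% DMSO · Times – 45 min room-temperature reaction, 5 min colour, 30 min stabiliser · Technique – Phosphate-binding colour reagent, absorbance read at 630 nm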
Numbers without * were called inactive; i = inactive; · = no result given. Compounds were not picked by outcome; overall some 3.9% were active at least once.

no.	molecule	STEP inh	LMPTP block	NadD block	CendR NRP1 mod	Rpn11 inh
1	O=C1CC(N2CCN(c3ccccc3Cl)CC2)C(=O)N1c1ccccc1 (stereo not given)	0	0.5	3	-4	i
2	c1ccc(-n2nc3ccccc3n2)cc1	5	-0.9	1	6	i
3	COc1cc(O)cc2c1[C@@H]1Oc3c(ccc(O)c3CC=C(C)C)[C@@H]1CO2	-5	1.5	-5	-12	i
4	Cc1cccc(N(CC(=O)NC2CC3CCC2C3)S(=O)(=O)c2ccccc2)c1 (stereo not given)	-1	-0.3	-3	-1	i
5	CN(C)CCNc1c(N)c(=O)oc2ccccc12	2	-2.2	-5	-13	i
6	CC(=O)Nc1cccc(-c2ccnc3c2CC(C)(C(=O)Nc2ccc(Cl)c(C(F)(F)F)c2)O3)c1 (stereo not given)	-3	4.6	8	0	i
7	O=C(NCc1ccon1)C1CCC(=O)N(CCc2cccc(F)c2)C1 (stereo not given)	1	-0.4	-2	2	i
8	Cc1ccc(S(=O)(=O)N(C)C)cc1NC(=O)COC(=O)COc1ccc2c(c1)CCC2	-2	0.1	-3	-9	i

no.	SUMO1 PPI mod	MT1-MMP act inh	DNMT1 inh	SKN-1 block	Scp1 inh
1	0	1	-4	-13	9
2	-6	-2	2	-3	-5
3	0	-6	-18	9	-1
4	3	0	1	6	-2
5	2	3	-4	6	-13
6	15	-18	-36	7	·
7	2	1	0	-12	1
8	-3	2	1	6	-7

(listing goes on)
no.	molecule	STEP inh	LMPTP block	NadD block	CendR NRP1 mod	Rpn11 inh
9	Cc1ccc(S(=O)(=O)CC(=O)c2ccccc2[N+](=O)[O-])cc1	-1	1.3	3	9	i
10	Cc1nc2ccccc2n1-c1nc(-c2ccco2)cc(C(F)(F)F)n1	-3	0.1	-6	-4	i
11	O=C1NC[C@H](CCCCN2C[C@H](Cc3ccccc3)N(Cc3ccccc3)C(=O)C2=O)N(CCc2ccccc2)C1=O	·	-1.0	8	5	·
12	O=Cc1c(NCc2ccc(F)cc2)c2ccccc2[nH]c1=O	0	-0.4	-4	0	i
13	CCN(CC)S(=O)(=O)c1cccc(NC(=O)CC2CCCC2)c1	-4	-0.2	-2	-3	i
14	CCOc1cccc(-c2nnc(SCC(=O)Nc3cccc(OC)c3)n2N)c1	0	0.3	3	0	i
15	O=C(Nc1ccccc1)C1=C[C@H](c2ccc(C(F)(F)F)cc2)C[C@H](OCCCCO)O1	1	2.1	2	-11	i
16	C/C=C\C(=O)Nc1cccc(C2=NOC3(C2)C[C@@H](C(N)=O)N(C(=O)c2ccccc2)C3)c1 (stereo not given in full)	1	0.1	3	-3	i

no.	SUMO1 PPI mod	MT1-MMP act inh	DNMT1 inh	SKN-1 block	Scp1 inh
9	-8	-1	-7	3	-6
10	2	7	24	11	6
11	2	2	·	10	·
12	-1	4	-2	-9	-5
13	0	4	2	10	3
14	2	2	1	3	6
15	-2	3	-1	4	-8
16	-3	1	1	12	0

(list continues)
no.	molecule	STEP inh	LMPTP block	NadD block	CendR NRP1 mod	Rpn11 inh
17	C=CC(COCc1ccccc1)N(C(=O)OC(C)(C)C)S(=O)(=O)c1ccccc1Br (stereo not given)	2	2.6	3	-5	i
18	O=C(COC(=O)Cc1ccc(Br)cc1)NCc1ccc(F)cc1	0	-0.7	-8	-17	i
19	Cc1ccc(N2C(=O)CN(Cc3ccccc3)C2=S)cc1C	-1	1.2	-8	2	i
20	CC(=O)Nc1cccc(-c2csc(C(O)c3ccc(F)c(F)c3)n2)c1 (stereo not given)	-3	-1.0	-4	8	i
21	COc1ccc2nc(NC(=O)c3ccoc3C)sc2c1	-1	1.6	-7	-2	i
22	Cc1[nH]c2ccc(F)cc2c1CCN(Cc1ccncc1)C(=S)Nc1cccc(F)c1	0	1.6	7	-2	i
23	Cc1ccc2c(c1)N(CCC(=O)NCc1cccs1)C(=O)C(C)O2 (stereo not given)	0	-2.8	-5	-1	i
24	Cc1ccccc1C(=O)NC(=S)NCCc1ccccc1	2	1.0	-4	1	i

no.	SUMO1 PPI mod	MT1-MMP act inh	DNMT1 inh	SKN-1 block	Scp1 inh
17	8	-4	16	14	-3
18	-1	0	1	-3	-8
19	-9	-7	-1	3	-19
20	-5	6	1	21	·
21	1	-1	3	8	-6
22	6	2	-40	16	-3
23	0	-3	-2	7	0
24	-3	3	-4	11	-7

(continued)
no.	molecule	STEP inh	LMPTP block	NadD block	CendR NRP1 mod	Rpn11 inh
25	CC(=O)Nc1ccc(S(=O)(=O)Nc2ccccc2C(=O)N2CCCCC2)cc1	-2	-1.0	-6	-7	i
26	COc1cc(OC)c(C2=Nc3ccc(Br)cc3C(c3ccccc3)N2CC(=O)NN)cc1OC (stereo not given)	2	-0.2	9	-4	i
27	CCC(=O)Nc1ccc2c(c1)nc(CCN1CCN(c3ccccc3)CC1)n2C	-3	0.4	-2	-1	i
28	COc1ccc2nc(NCc3cccnc3)sc2c1	0	-1.2	-5	1	i
29	O=C(NCC1CCCO1)c1ccc2c(c1)C(=O)N(C1CCCCC1)C2=O (stereo not given)	1	0.7	-3	3	i
30	Oc1ccc2ccccc2c1CN1CCN(c2ccccc2F)CC1	0	1.3	-6	-6	i
31	O=C1COc2ccc(C(=O)COC(=O)c3ccc(S(=O)(=O)C(F)F)cc3)cc2N1	-3	3.0	-6	-4	i
32	O=c1cc2c(nn1Cc1ccc(Cl)cc1)-c1ccccc1CC2	-3	1.4	-4	11	i

no.	SUMO1 PPI mod	MT1-MMP act inh	DNMT1 inh	SKN-1 block	Scp1 inh
25	-2	-1	1	12	-5
26	6	1	-7	4	4
27	0	5	2	-5	-11
28	1	-1	0	11	-8
29	-26	-4	-3	18	-6
30	2	-1	-12	11	-8
31	-5	2	1	1	-7
32	-2	-5	0	3	29

Compound profiles, as listed above. Screens in order: STEP inh, LMPTP block, NadD block, CendR NRP1 mod, Rpn11 inh, SUMO1 PPI mod, MT1-MMP act inh, DNMT1 inh, SKN-1 block, Scp1 inh
`O=C1COc2ccc(C(=O)COC(=O)c3ccc(S(=O)(=O)C(F)F)cc3)cc2N1` in the list: -3, 3.0, -6, -4, i, -5, 2, 1, 1, -7
`COc1cc(OC)c(C2=Nc3ccc(Br)cc3C(c3ccccc3)N2CC(=O)NN)cc1OC` (stereo not given) in the list: 2, -0.2, 9, -4, i, 6, 1, -7, 4, 4
`O=c1cc2c(nn1Cc1ccc(Cl)cc1)-c1ccccc1CC2` in the list: -3, 1.4, -4, 11, i, -2, -5, 0, 3, 29
`Oc1ccc2ccccc2c1CN1CCN(c2ccccc2F)CC1` in the list: 0, 1.3, -6, -6, i, 2, -1, -12, 11, -8
`CCC(=O)Nc1ccc2c(c1)nc(CCN1CCN(c3ccccc3)CC1)n2C` in the list: -3, 0.4, -2, -1, i, 0, 5, 2, -5, -11

The list goes on:
no.	molecule	STEP inh	LMPTP block	NadD block	CendR NRP1 mod	Rpn11 inh
33	Cc1ccc(F)c(S(=O)(=O)NC(=O)C2(C)CCN2C(=O)Cc2ccccc2Cl)c1 (stereo not given)	1	-2.5	-10	1	i
34	CCc1ccc(/C=C2/SC(=S)N(CCC(=O)NCCCN3CCOCC3)C2=O)cc1	0	0.9	-14	-19	i
35	O=C(CN(C(=O)CNC(=O)c1cccs1)c1ccc(F)cc1)NC1CCCC1	0	-1.2	5	6	i
36	O=C(CCNS(=O)(=O)c1cccs1)NCc1ccccc1	-2	-0.4	1	1	i
37	CCOC(=O)C1CCN(S(=O)(=O)c2ccc3[nH]c(=O)oc3c2)CC1	0	-0.7	-2	-8	i
38	Cc1ccc(NC(=O)C(C)OC(=O)Cn2cnc3ccccc3c2=O)cc1 (stereo not given)	-1	-0.5	-3	-6	i
39	Cc1ccc(NC2=NCCCCC2)cc1C	0	-1.4	0	0	i
40	Cc1cc(C)c2nc(N(CCN(C)C)C(=O)/C=C/c3cccs3)sc2c1	0	1.2	1	1	i

no.	SUMO1 PPI mod	MT1-MMP act inh	DNMT1 inh	SKN-1 block	Scp1 inh
33	0	0	-6	7	·
34	-34	-1	-2	-11	-5
35	-6	1	-1	14	-3
36	-1	10	2	-6	0
37	3	1	1	-5	-3
38	6	1	5	1	13
39	-2	-2	1	-2	-2
40	-9	3	-3	-11	7

Next records follow:
no.	molecule	STEP inh	LMPTP block	NadD block	CendR NRP1 mod	Rpn11 inh
41	CCCN(CCC)CCN1C(=O)C2C(C(=O)Nc3ccc(C)cc3)C3C=CC2(O3)C1C(=O)NC1CCCCC1 (stereo not given)	1	-0.9	-11	-5	i
42	CCCCC(=O)Nc1nn(CCC)c2nc3ccccc3cc12	-2	0.5	-4	7	i
43	Cc1c(-c2ccccc2)[n+](=O)c2c(n1[O-])CCC2	-2	-1.3	-1	12	i
44	CC(C)c1ccc(NC(=O)C(c2ccc3c(c2)OCO3)N2CCCCC2)cc1 (stereo not given)	2	1.2	0	18	i
45	COc1ccc(Br)c(C(=O)N2CCN(S(=O)(=O)c3cccs3)CC2)c1	0	-0.7	-2	-4	i
46	CCOC(=O)C1=C(C)NC(=O)CC1c1ccccc1 (stereo not given)	-1	-0.5	-6	1	i
47	CN(C(=O)COc1cccc(Br)c1)C1CCS(=O)(=O)C1 (stereo not given)	2	-1.2	-4	2	i
48	c1cc[n+](CCC[n+]2ccccc2)cc1	-1	-6.0	9	-6	i
49	CCN1CCCC1CNC(=O)C(=O)NCc1ccccc1 (stereo not given)	-3	-1.2	-3	0	i

no.	SUMO1 PPI mod	MT1-MMP act inh	DNMT1 inh	SKN-1 block	Scp1 inh
41	4	6	1	2	-5
42	25	-4	-7	5	-2
43	-9	-7	-2	-38	3
44	3	-6	2	4	-7
45	4	-3	0	2	-9
46	-2	3	1	-3	-2
47	1	-1	2	6	10
48	-4	-5	0	4	25
49	-2	4	0	4	-7
